Bioassay records deposited in PubChem by Sanford-Burnham Center for Chemical Genomics.
PfGluPho inh: PfG6PD (Plasmodium falciparum) enzyme inhibition; PfGluPho enzyme, NADPH resazurin-diaphorase fluorescence; inhibition, % at 20 µM; 0.78% of 350,000 active; AID 504690;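 active = inhibition reaching at least a set limit at 20 µM in the primary screen, cut at about 59% in these data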;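 also: 0% = DMSO wells with substrate and 100% = DMSO wells lacking glucose-6-phosphate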
SENP7 block: inhibitors of human SENP7 protease | AID 434973 | recombinant SENP7, Z-RLRGG-aminoluciferin luminescence, 40 min | inhibition, % at 5 µM | 1.5% of 330,000 active;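 active = inhibition above about 50% at the single test dose, limit read from the data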;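 also: plate controls were DMSO with enzyme for no effect and no enzyme buffer wells for full effect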
SENP8 block-1: blocks human SENP8 cleavage of Nedd8 substrate | Q96LD8 | recombinant SENP8, Nedd8 substrate fluorescence | inhibition, % at 20 µM | 0.64% of 360,000 active | AID 602440; in the data active = inhibition mostly above about 40%, no sharp cut-off; inactive = mostly below about 27%
SENP1 inh: inhibitors of human SENP1 SUMO protease catalytic domain; Q9P0U3; recombinant SENP1 catalytic domain, CyPet-SUMO1-YPet FRET cleavage; inhibition, % at 10 µM; 0.21% of 360,000 active; AID 624204;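 active = inhibition at least 30% at 10 µM, raw YFP signal under a set limit, fluorescence ratio 0.5 to 1.5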;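 also: 0% = enzyme with DMSO and 100% = no enzyme wells; some results filed as inactive read as strong as hits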
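Material – human SENP1 catalytic domain · Input – SENP1 enzyme, 20 pM final · Compound dosing – single concentration of 10 µM compound, 0.5% DMSO final · Timing – enzyme reaction for 50 min at room temperature, dark · Measured by – FRET fluorescence in CFP and YFP emission channels · Control set – no-enzyme wells low, DMSO-plus-enzyme wells high control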
SENP8 block-2: SENP8 protease inhibition. Q96LD8. purified SENP8, Z-RLRGG-aminoluciferin cleavage, luminescence. inhibition, % at 10 µM. 1.2% of 330,000 active. AID 2540; in the data active = inhibition above about 50%
NALP3 yeast inh: inhibitors of NALP3 inflammasome in yeast. 0.39% of 330,000 active. AID 2825. inhibition, % at 10 µM. Yeast reconstituted NLRP3/ASC/caspase-1, beta-gal luminescence, 24 h;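 active = inhibition of 50% or more; inactive = inhibition below 50%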;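 also: plate controls were induced DMSO wells for no effect and uninduced yeast grown without galactose for full effect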
Apaf1 inhib: inhibitors of human Apaf-1 apoptosome; inhibition, % at 20 µM; reconstituted apoptosome caspase-3 activity, DEVD-Rh110 fluorescence; 0.71% of 330,000 active; O14727; active = inhibition of at least 40% at 20 µM;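 also: plate controls were DMSO wells for no effect and DEVD-CHO caspase inhibitor wells for full effect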
Target sequence (O14727 whole entry, looked up): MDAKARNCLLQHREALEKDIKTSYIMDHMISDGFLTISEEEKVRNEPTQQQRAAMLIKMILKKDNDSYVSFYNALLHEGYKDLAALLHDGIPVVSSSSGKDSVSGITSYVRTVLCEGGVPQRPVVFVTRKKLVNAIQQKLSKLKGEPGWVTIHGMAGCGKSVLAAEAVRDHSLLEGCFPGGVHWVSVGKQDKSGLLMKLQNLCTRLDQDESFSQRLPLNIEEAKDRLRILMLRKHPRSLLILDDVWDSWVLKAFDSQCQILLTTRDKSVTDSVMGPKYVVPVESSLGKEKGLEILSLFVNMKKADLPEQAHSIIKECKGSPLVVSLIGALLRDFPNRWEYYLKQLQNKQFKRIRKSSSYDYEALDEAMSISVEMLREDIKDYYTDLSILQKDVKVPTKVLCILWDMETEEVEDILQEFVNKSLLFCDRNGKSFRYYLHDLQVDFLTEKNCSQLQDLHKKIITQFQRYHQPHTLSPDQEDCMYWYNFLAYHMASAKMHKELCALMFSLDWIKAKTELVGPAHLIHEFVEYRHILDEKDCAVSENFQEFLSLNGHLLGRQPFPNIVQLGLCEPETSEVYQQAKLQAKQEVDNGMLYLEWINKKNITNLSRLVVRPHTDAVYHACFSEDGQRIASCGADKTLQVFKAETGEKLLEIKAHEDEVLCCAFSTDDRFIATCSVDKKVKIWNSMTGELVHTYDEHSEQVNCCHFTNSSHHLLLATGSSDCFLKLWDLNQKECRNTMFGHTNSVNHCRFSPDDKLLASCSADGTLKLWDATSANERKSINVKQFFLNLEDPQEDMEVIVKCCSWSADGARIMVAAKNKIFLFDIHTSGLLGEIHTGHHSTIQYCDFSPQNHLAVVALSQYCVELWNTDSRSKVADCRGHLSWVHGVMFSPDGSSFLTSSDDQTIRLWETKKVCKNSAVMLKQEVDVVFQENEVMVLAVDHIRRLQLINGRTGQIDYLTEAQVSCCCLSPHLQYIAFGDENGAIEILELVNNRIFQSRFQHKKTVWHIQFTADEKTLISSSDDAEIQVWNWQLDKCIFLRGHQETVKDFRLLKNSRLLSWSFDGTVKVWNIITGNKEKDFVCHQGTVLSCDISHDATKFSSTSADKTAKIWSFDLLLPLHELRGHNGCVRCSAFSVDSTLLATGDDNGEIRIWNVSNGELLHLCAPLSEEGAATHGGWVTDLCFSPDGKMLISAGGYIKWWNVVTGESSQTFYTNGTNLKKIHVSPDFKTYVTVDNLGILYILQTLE
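Material: cell-free apoptosome with Apaf-1, procaspase-3 and caspase-9; Buffer or medium: Hepes pH 7.5 with detergent and BSA; Reagent: cytochrome c trigger plus (Z-DEVD)2-Rh110 caspase-3 substrate; Times: compound with Apaf-1, dATP, procaspase-3 30 min, then 50 min reaction, room temperature; Technique: Rh110 fluorescence intensity.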
HKDC1 inh: inhibitors of human hexokinase HKDC1 | recombinant HKDC1, G6PDH/diaphorase resazurin coupled fluorescence | inhibition, % at 20 µM | 0.16% of 340,000 active | AID 493160;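 active = inhibition above about 35% when tested at 20 µM, limit read from the data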;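 also: plate controls were DMSO wells with enzyme for no effect and DMSO wells lacking enzyme for full effect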
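Incubation: 90 min at room temperature in dark / Material: recombinant HKDC1 (HK5) hexokinase enzyme, produced in-house / Quantity: enzyme 5 µg/mL final / Compound: one dose of 20 µM, 1% DMSO / Reagent: glucose and ATP substrates / Buffer or medium: Tris pH 8.0 buffer with MgCl2, Tween-20, BSA, BME / Technique: resorufin fluorescence at 613 nm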
SENP6 inh: SENP6 protease inhibition. Q9GZR1. inhibition, % at 10 µM. Recombinant SENP6 catalytic domain, aminoluciferin luminescence. 1.8% of 330,000 active;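 active = inhibition above about 50% at the single tested dose, limit read from the data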;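 also: plate controls were DMSO wells with enzyme for no effect and DMSO wells lacking enzyme for full effect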
* = called active by the depositor; i = inactive; . = not tested or not shown; & = joins results of further samples.

SMILES	PfGluPho inh	SENP7 block	SENP8 block-1	SENP1 inh	SENP8 block-2	NALP3 yeast inh	Apaf1 inhib	HKDC1 inh	SENP6 inh
c1cncc(-c2nc(N3CCOCC3)c3ccccc3n2)c1	-9	-8	-19	2	-6	24	-19	-7	-7
O=c1ccc(/C=C/c2ccccc2)nn1Cc1ccccc1	19	-5	-460	-1	4	11	20	-5	-1
CC(=O)N1N=C2c3ccccc3CCC2C1c1cccs1 (stereo not given)	-1	0	4	4	-13	7	4	-5	-22
CCN1C2OC3OC4C(OC3OC2N(CC)S1(=O)=O)N(CC)S(=O)(=O)N4CC (stereo not given)	-19	0	10	0	-1	1	-8	2	-6
O=S(=O)(NCCc1ccncc1)c1cc(Br)ccc1F	1	-2	8	-1	7	-15	6	-7	-12
Cc1ccc(Cl)cc1NC1=C/C(=N\S(=O)(=O)c2cccs2)c2ccccc2C1=O	95*	76*	85*	2&5	78*	16	95*	36*	75*
CCCN1C(=O)/C(=C/c2c(NCCCOCC)nc3c(C)cccn3c2=O)SC1=S	-10	.	2	91	.	.	.	-2	.
O=C(NCc1ccccn1)c1cn(-c2ccccc2)nc1-c1ccc(Cl)cc1	19	.	15	0	.	.	.	-7	.
O=C1CC(NS(=O)(=O)c2cc(F)ccc2F)CN1c1cccc(F)c1 (stereo not given)	9	-6	6	1	-4	-1	4	3	-4
COc1ccc(NC(=O)c2sc3ncn(CC(=O)N4CCCCC4)c(=O)c3c2C)cc1OC	-6	-1	7	1	5	-6	-2	1	12
CCOCCCNC(=O)C(NC(=O)c1ccc(NC(C)=O)cc1)c1ccc(Cl)cc1 (stereo not given)	-7	-2	3	-4	-3	5	-10	-10	-5
Cc1ccc(C(=O)Nc2ccc(C(=O)N3CCCCC3)cc2)o1	0	78*	3	0	48	8	-3	-6	66*
COCCCNC(=O)C(CC(N)=O)NC(=O)OCc1ccccc1 (stereo not given)	-7	2	28	-1	2	10	-7	-2	-11
CN(c1ccccc1)S(=O)(=O)c1cccc(C(=O)OCC(=O)NCCCN2CCCC2=O)c1	0	4	19	1	-3	-11	-10	-1	10
COC/C=C/C1=CC2=CC(=O)C(C)(OC(=O)c3cnc4ccccc4n3)C(=O)C2=CN1c1ccc(OC)cc1 (stereo not given)	23	6	-9	-37	-4	24	12	15	7
CCOC(=O)C1=C(COC(=O)CCOc2ccc(OCC)cc2)NC(=O)NC1C (stereo not given)	-5	8	2	-3	2	18	-9	1	-6
COC(=O)C1=C(C)N(Cc2ccccc2)C(=NCCc2ccccn2)N[C@H]1c1cccc(F)c1	8	-7	-5	-6	2	17	0	-4	-9
O=C(Cc1ccccn1)Nc1ccccc1	-9	9	7	-2	-6	7	9	1	5
COCCn1c(C)cc(O)c(C(=O)Nc2cccc(Cl)c2)c1=O	-22	-5	6	1	-2	16	5	-13	-19
Oc1cc2ccccc2nc1-c1ccccc1Cl	-10	6	-53	0	1	17	0	-5	9
COc1cc(/C=C2\C(=N)N3N=C(CC(=O)N4CCOCC4)SC3=NC2=O)cc(OC)c1OC	4	4	-6	-4	-3	3	10	-9	9
O=c1cc(C=NNc2ccccc2)[nH]c(=O)[nH]1	6	.	5	-11	.	.	.	-4	.
COc1ccc(OCCCC(=O)NCCc2ccc(OC)c(OC)c2)cc1	2	5	12	1	2	-17	-2	-6	-13
COC(=O)CNC(=O)CN1C(=O)N(c2cccc(Cl)c2)C(N(O)C(=O)Nc2cccc(Cl)c2)C1(C)C (stereo not given)	-13	-6	10	3	-4	4	6	6	-1
CSc1ccc(/C=C/C(=O)OCC(=O)c2ccc[nH]2)cc1	-16	26	i	-6	-12	21	14	-1	-2
CCOC(=O)C1(C/C(C)=N/NC(N)=O)CC(C)OC1=O (stereo not given)	10	-5	6	2	-7	-6	3	-10	-17
Cc1ccc(C(=O)N/N=C2/NC(=O)CC(C(=O)Nc3ccccc3)S2)cc1 (stereo not given)	-29	-7	9	2	-9	10	5	-2	-4
Cn1ccc(NC(=O)c2ccc(Cl)cc2)n1	-4	-1	18	-1	5	19	-9	1	20
CN(C(=O)c1cccs1)C1(C)CCS(=O)(=O)C1 (stereo not given)	-8	-6	4	1	-2	4	-6	-8	-16
CC(C)(C)Nc1nc(N2CCCC2)nc(N2CCCC2)n1	-5	7	44*	0	-1	36	5	-1	-3
C[C@H](CO)N1C[C@H](C)[C@@H](CN(C)C)Oc2c(NS(=O)(=O)c3cccs3)cccc2C1=O	-2	-5	7	0	-19	-10	9	-6	-16
Cc1nn(C)c(Sc2ccccn2)c1[N+](=O)[O-]	2	0	7	3	4	4	-2	1	10
Cc1cc(C)cc(NC(=O)C2CCCN(S(=O)(=O)c3cnc[nH]3)C2)c1 (stereo not given)	4	2	9	1	4	-2	-6	-1	-4
CC(=O)c1ccc(NC(=O)CCc2c(C)nn(-c3ccc(N4CCOCC4)nn3)c2C)cc1	-10	2	-16	3	12	8	7	-3	-4
CNC(=S)N/N=C1\CC(c2ccccc2)Oc2ccccc21 (stereo not given)	19	-9	16	2	-5	5	0	2	-23
COCCN(C(=O)CNC(=O)c1cccs1)C(C(=O)NC(C)(C)C)c1ccccc1 (stereo not given)	3	9	18	-1	-2	-16	-17	-13	-3
CCn1c(CCCOc2ccc(Cl)cc2Cl)nnc1SCC(=O)Nc1cccc(F)c1	-8	-3	15	2	-5	-12	-7	-4	-19
COc1ccc(C(=O)NCC(O)CN2CCOCC2)cc1[N+](=O)[O-] (stereo not given)	-9	-8	11	1	3	9	0	-6	3
COc1ccc(C(=O)N2CCN(c3ccc(C(C)=O)cc3)CC2)cc1S(=O)(=O)N1CCCC1	4	-17	-190	0	-12	25	4	-5	-11
COc1cccc(/C=N/NC(=O)C[n+]2ccccc2)c1OC	-4	4	11	0	-5	-9	-4	0	12
COc1ccccc1CCN1CCCC(CN(C)C(=O)CCC(=O)N(C)C)C1 (stereo not given)	-12	-2	14	0	10	12	4	1	4
COc1cc2c(cc1OC)C(=O)CCC2	-1	.	-94	1	.	.	.	-3	.
O=C(c1ccccc1)N(CCO)Cc1cc2cc3c(cc2[nH]c1=O)OCCO3	-16	2	-342	-35	-4	10	-1	-2	9
CCC1(C)C2(C#N)C(N)=NC(OC)(OC)C12C#N (stereo not given)	0	-3	16	-1	8	10	-6	0	3
Cc1nsc(N)c1C(=O)O	17	-3	18	0	4	-14	-25	-3	-14
O=C(c1cccc(S(=O)(=O)N2CCc3ccccc3C2)c1)N1CCN(c2ccc(O)cc2)CC1	66*	3	3	3	3	-2	8	11	3
COc1cccc(N2CCN(C(=O)c3cccn4c(=O)c5c(C)c(C)sc5nc34)CC2)c1	7	4	-136	-33	2	9	15	0	-8
NC(=O)c1nsc(C(=O)N(c2ccccc2F)C(C(=O)NCc2ccc(F)cc2)c2ccc(O)cc2)c1N (stereo not given)	25	2	-286	-41	1	11	15	4	14
N#Cc1ccc(NC(=O)CSc2cn[nH]n2)cc1	-15	1	23	1	-13	24	9	5	-27
Cc1cc(N2CCOCC2)nc2ccccc12	-5	15	-348	2	4	15	1	2	23
O=C(Nc1nc2c(F)cc(F)cc2s1)c1ccc([N+](=O)[O-])o1	8	32	6	-9	69*	13	13	6	73*
COC(=O)CSc1nc(NCC(C)C)nc(N2CCOCC2)n1	3	-1	19	4	-4	-18	-11	-8	-5
COC(=O)c1sc(S(=O)(=O)N2CCCCC2C)c(C(=O)OC)c1C (stereo not given)	-18	-2	6	0	4	-13	2	-1	-13
COc1cccc(C=NNC(=O)C(C)SC(C)C(=O)NN=Cc2cccc(OC)c2)c1 (stereo not given)	7	.	-10	1	.	.	.	-4	.
Fc1ccc(SCCc2ccncc2)cc1	10&-9	0&1	10&13	-1&1	0&-6	-1&-14	-15&-5	-16&-4	-15&-4

This is a random part of the collection, and some 4.1% of all compounds hit somewhere here.
